PME-1 primary = PME-1 inhibitors via competitive probe labeling, primary screen, biochemical, fluorescence polarization, FP-Rh probe, HTS; recombinant PME-1; Protein phosphatase methylesterase 1 (Homo sapiens), Q9Y570; inhibition, % at 5.9 µM; 0.53% of 320,000 active;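 active = inhibition above the campaign mean of all compounds plus 3 SD, cut at about 26% in these data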;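 also: competitive labeling of PME-1 active site by serine hydrolase directed probe; 0% = PME-1 with DMSO and 100% = wells lacking PME-1 enzyme; inhibitors block probe labeling so polarization falls and inhibition rises; many of its hits are not listed in these tables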
PAFAH1B2 inh = PAFAH1B2 enzyme inhibitors, primary screen, biochemical, fluorescence polarization, human. recombinant PAFAH1B2, FP-rhodamine activity probe. inhibition, % at 3.39 µM. 1.2% of 340,000 active;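 active = inhibition above the mean of all tested compounds plus 3 SD, cut at about 24% in these data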;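 also: 0% = enzyme with DMSO and 100% = wells lacking PAFAH1B2; many of its hits are not listed in these tables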
Target sequence (P68402 whole entry, looked up): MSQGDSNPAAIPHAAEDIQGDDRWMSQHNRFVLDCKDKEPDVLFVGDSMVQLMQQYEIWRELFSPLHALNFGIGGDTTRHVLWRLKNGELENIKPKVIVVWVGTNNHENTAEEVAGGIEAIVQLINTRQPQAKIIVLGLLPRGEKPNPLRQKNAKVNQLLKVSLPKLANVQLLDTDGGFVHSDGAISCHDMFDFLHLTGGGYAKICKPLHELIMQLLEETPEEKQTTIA
LYPLA2 inh = LYPLA2 inhibitors, primary screen, counter-screen for PME1 inhibitor project, biochemical, fluorescence polarization, FP-Rh probe ABPP; recombinant LYPLA2; 0.38% of 320,000 active; AID 2177, 2009; Acyl-protein thioesterase 2 (Homo sapiens), O95372; inhibition, % at 5.9 µM;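 active = inhibition above the screen-wide mean plus 3 SD, limit set per campaign, cut at about 26% in these data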;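 also: 0% = LYPLA2 with DMSO and 100% = wells lacking LYPLA2 enzyme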
LYPLA1 inh = LYPLA1 inhibitors, primary screen, counter-screen for PME1 inhibitor project, biochemical, fluorescence polarization, FP-Rh probe ABPP. recombinant LYPLA1. inhibition, % at 5.9 µM. 0.16% of 320,000 active;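 active = inhibition above the mean of all tested compounds plus 3 SD, set per campaign, cut at about 14% in these data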;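 also: inhibitors block serine hydrolase probe labeling of LYPLA1 so polarization falls; 0% = enzyme with DMSO and 100% = wells lacking LYPLA1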
Target sequence (O75608 whole entry, looked up): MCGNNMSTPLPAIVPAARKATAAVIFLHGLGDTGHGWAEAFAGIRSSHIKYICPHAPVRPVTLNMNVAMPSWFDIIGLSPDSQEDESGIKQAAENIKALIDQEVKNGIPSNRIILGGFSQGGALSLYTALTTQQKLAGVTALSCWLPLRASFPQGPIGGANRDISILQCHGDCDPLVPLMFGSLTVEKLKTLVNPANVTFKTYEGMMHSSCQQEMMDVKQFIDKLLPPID
PAFAH1B3 FP inh = PAFAH1B3 enzyme inhibitors, primary screen, biochemical, fluorescence polarization, human; recombinant PAFAH1B3, FP-rhodamine probe; inhibition, % at 3.39 µM; 0.28% of 340,000 active; AID 492972, 2010;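 active = inhibition above the screen-wide average of all tested compounds plus 3 SD, cut at about 25% in these data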;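 also: 0% = enzyme with DMSO only and 100% = wells lacking PAFAH1B3 protein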
GSTO1 inh = inhibitors of recombinant GSTO1, primary screen, counter-screen for RBBP9 inhibitor project, biochemical, fluorescence polarization; inhibition, % at 5.96 µM; AID 1974, 2009; Glutathione S-transferase omega-1 (Homo sapiens), P78417; activity-based probe fluorescence polarization; 1.1% of 300,000 active;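 active = inhibition above the campaign mean inhibition plus 3 SD, cut at about 35% in these data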;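 also: 0% = GSTO1-1 with DMSO and 100% = wells lacking GSTO1-1 enzyme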
PAFAH2 FP inh = PAFAH2 enzyme inhibitors, primary screen, biochemical, fluorescence polarization, human | recombinant PAFAH2, FP-rhodamine activity probe | inhibition, % at 3.39 µM | 0.99% of 340,000 active;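 active = inhibition above the mean over all tested compounds plus 3 SD, cut at about 30% in these data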;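 also: inhibitors block probe labeling of enzyme so polarization drops; 0% = enzyme with DMSO and 100% = wells lacking PAFAH2 protein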
pPAFAH FP inh = pPAFAH enzyme inhibitors, primary screen, biochemical, fluorescence polarization, human; Platelet-activating factor acetylhydrolase (Homo sapiens), Q13093; recombinant pPAFAH, FP-rhodamine probe fluorescence polarization; inhibition, % at 3.39 µM; 1.5% of 330,000 active;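 active = inhibition above the mean inhibition across the screen plus 3 SD, cut at about 25% in these data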;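 also: inhibitors block binding of the rhodamine activity-based probe so polarization drops; 0% = enzyme with DMSO and 100% = wells lacking pPAFAH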
Target sequence (Q13093 whole entry, looked up): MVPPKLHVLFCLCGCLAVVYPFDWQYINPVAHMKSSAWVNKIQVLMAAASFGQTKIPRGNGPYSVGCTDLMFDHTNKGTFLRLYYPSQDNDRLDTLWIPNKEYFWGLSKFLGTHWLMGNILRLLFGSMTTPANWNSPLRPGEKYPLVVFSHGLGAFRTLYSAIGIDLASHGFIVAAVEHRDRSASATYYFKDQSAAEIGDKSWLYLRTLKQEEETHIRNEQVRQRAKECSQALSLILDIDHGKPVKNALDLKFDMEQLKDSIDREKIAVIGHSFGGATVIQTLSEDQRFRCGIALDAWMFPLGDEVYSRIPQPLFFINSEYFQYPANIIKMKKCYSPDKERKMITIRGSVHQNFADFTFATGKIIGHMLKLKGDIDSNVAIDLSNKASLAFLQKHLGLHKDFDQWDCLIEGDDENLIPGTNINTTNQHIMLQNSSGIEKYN
PAD4 inh = human PAD4 inhibitors, primary screen, biochemical, fluorescence polarization, 1536-well format; 0.41% of 330,000 active; recombinant PAD4, RCA probe fluorescence polarization; inhibition, % at 6.36 µM;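 active = percent inhibition above a cutoff equal to the mean of all tested compounds plus 3 SD, cut at about 15% in these data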;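 also: 0% = PAD4 with RCA probe and DMSO and 100% = probe without PAD4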
Starred values were filed as active, the others as inactive; . = not tested or not shown. Not all compounds are listed; rates above refer to the full screens.

Start of the listing, in advance (3 entries):
SMILES | PME-1 primary | PAFAH1B2 inh | LYPLA2 inh | LYPLA1 inh | PAFAH1B3 FP inh | GSTO1 inh | PAFAH2 FP inh | pPAFAH FP inh | PAD4 inh
CC(C)c1ccc2c(c1)C(N1CCN(C)CC1)Cc1cccnc1S2 (configuration not stated) | -3 | 5 | -1 | 0 | 7 | 8 | 3 | 3 | -1
Cn1c(=O)c(=O)n(C)c2cc(S(=O)(=O)NCCN3CCN(c4ccccc4F)CC3)ccc21 | -8 | 5 | -2 | -4 | 0 | -1 | -5 | 0 | -1
O=C(O)C/C=C(/NC(=O)OCc1ccccc1)C(=O)OCc1ccccc1 | 0 | 8 | 0 | 1 | 0 | 9 | 5 | 11 | 0

The listing, from the first entry:
SMILES | PME-1 primary | PAFAH1B2 inh | LYPLA2 inh | LYPLA1 inh | PAFAH1B3 FP inh | GSTO1 inh | PAFAH2 FP inh | pPAFAH FP inh | PAD4 inh
CC(C)c1ccc2c(c1)C(N1CCN(C)CC1)Cc1cccnc1S2 (configuration not stated) | -3 | 5 | -1 | 0 | 7 | 8 | 3 | 3 | -1
Cn1c(=O)c(=O)n(C)c2cc(S(=O)(=O)NCCN3CCN(c4ccccc4F)CC3)ccc21 | -8 | 5 | -2 | -4 | 0 | -1 | -5 | 0 | -1
O=C(O)C/C=C(/NC(=O)OCc1ccccc1)C(=O)OCc1ccccc1 | 0 | 8 | 0 | 1 | 0 | 9 | 5 | 11 | 0
CC(C)[C@H](NC(=O)c1ccccc1)C(=O)OCC(=O)NCc1ccc(F)cc1 | 0 | 4 | -5 | -4 | 5 | 0 | 2 | 5 | -5
COc1ccc(OCc2nnc(SCC(=O)N3C(C)CCCC3C)o2)cc1 (configuration not stated) | 7 | 6 | -1 | -1 | 10 | -6 | 0 | 5 | -3
CC(C)C[C@@]12C(=O)N(c3cccc(F)c3)C(=O)N1[C@H](c1ccc(Br)cc1)[C@@H]1C(=O)N(C(C)(C)C)C(=O)[C@@H]12 | 0 | 6 | 1 | 2 | 10 | -2 | 0 | 3 | 5
COc1cc(OC)c2c(-c3ccccc3)cc(=O)oc2c1C(CCN1CCN(c2ccccc2)CC1)c1ccc(N(C)C)cc1 (configuration not stated) | -1 | 6 | -1 | 1 | 13 | 7 | -8 | 1 | -4
COc1ccc2cc3c(N)nn(C(=O)Cc4ccccc4OC)c3nc2c1 | 0 | 0 | -1 | -2 | 7 | 3 | 5 | 8 | -1
O=C1c2ccccc2C(=O)N1CCCCN(C(=O)c1cc2ccccc2oc1=O)c1ccc(Cl)cc1 | 9 | 0 | -5 | -5 | 6 | 8 | -6 | 4 | 2
Cc1c(C)c2ccc(OCC(=O)Nc3ccccn3)cc2oc1=O | 0 | 3 | -5 | -1 | -4 | 2 | -2 | 7 | -2
COCCN(C(=O)CN1CCc2ccccc2C1)c1c(N)n(Cc2ccccc2)c(=O)[nH]c1=O | 2 | 2 | -1 | 3 | 7 | -1 | -3 | 3 | 1
CCOC(=O)Cc1nnc(Nc2ccc(C)cc2)c2ccccc12 | 1 | 0 | 9 | 2 | 7 | 5 | 4 | 6 | 3
COc1cc(C(F)(F)F)c(C(=O)N(C)Cc2cccc(Cl)c2)cn1 | 4 | 2 | 3 | -2 | 3 | 10 | -3 | -2 | -8
CCCCNC(=O)[C@@H]1CSC2c3ccc(OC)c(OC)c3C(=O)N21 (some centres not stated) | 3 | 4 | 9 | 5 | 8 | 6 | 3 | 3 | 0
CC1CCCC(NC(=O)COC(=O)[C@@H](NC(=O)c2ccc(F)cc2)C(C)C)C1C (some centres not stated) | . | 1 | . | . | -1 | . | 8 | 8 | 2
COc1ccc(N(C)C(=O)Cc2c(C(=O)O)n(C)c3ccccc23)c(OC)c1 | 5 | 0 | -4 | -4 | 9 | 6 | 5 | 3 | -3
O=C(CSC1=NS(=O)(=O)c2ccccc2N1)N1CCCCC1 | 7 | 9 | 7 | 6 | 1 | -1 | 4 | -3 | 0
N=c1c(S(=O)(=O)c2ccccc2)cc2c(=O)n3ccccc3nc2n1Cc1cccnc1 | -4 | 9 | 2 | 0 | 7 | -10 | 26 | -7 | -4
Cc1ccc(S(=O)(=O)NNC(=O)C2CCN(Cc3ccccc3)CC2)cc1 | -6 | 2 | 6 | -1 | 3 | 7 | -2 | -6 | 0
Nc1c(C(=O)OCC2CCCO2)c2nc3ccccc3nc2n1C1CCCCC1 (configuration not stated) | 2 | 1 | -4 | -2 | 13 | 67* | 1 | 9 | -14
COc1cc(/C=C/C(=O)OCC(=O)NC(=O)NCc2ccccc2)ccc1OCC#N | -4 | 5 | 0 | -3 | 7 | -2 | -1 | 8 | 0
CCCCn1c(N2CCCC2)nc2c1c(=O)[nH]c(=O)n2C | 4 | 5 | 5 | 7 | -1 | 1 | -3 | 1 | 5
COc1cccc(CC2(CO)CCCN(Cc3cn[nH]c3-c3cc(C)ccc3C)C2)c1 (configuration not stated) | -1 | -2 | -5 | 1 | 7 | 6 | 0 | 5 | 4
COC(=O)Cn1ccc(-c2ccc(Cl)cc2)c(C#N)c1=O | 3 | 2 | 9 | 3 | 9 | -10 | 1 | 1 | -1
COc1ccccc1N(CC(=O)Nc1ccc2c(c1)OCO2)S(=O)(=O)c1ccccc1 | 1 | 2 | -7 | -4 | -1 | 2 | -1 | -4 | 3
Cc1ccc(S(=O)(=O)NCC(C)n2nc(C)cc2C)cc1 (configuration not stated) | -2 | 3 | -1 | 0 | -4 | 5 | -2 | 4 | -6
COc1ccc(Cl)cc1-n1c(=S)sc2c(=O)n(-c3ccc(F)cc3)c(SCC(=O)O)nc21 | 6 | 9 | 2 | -1 | 9 | 8 | 3 | 6 | 3
COc1ccc(Nc2nc(N3CCOCC3)nc(N3CCOCC3)n2)c(OC)c1 | -7 | 5 | -2 | -1 | -3 | 13 | 6 | -6 | 0
O=C(NCc1nc2ccccc2[nH]1)C1=C[C@@H](c2ccc(C(F)(F)F)cc2)C[C@@H](OCCCCO)O1 | -8 | -1 | -2 | -6 | 0 | 1 | -9 | -4 | 0
O=C(Oc1ccc([N+](=O)[O-])cc1)c1cncc(Br)c1 | 0 | -1 | 9 | 2 | 13 | 7 | 1 | -3 | -1
CCOC(=O)N1CCC(Nc2cc(C)nc3c(-c4ccccc4OC)c(C)nn23)CC1 | -1 | -3 | 3 | 1 | 14 | 2 | 7 | 6 | 5
Cc1nn(CC(=O)Nc2ccc(C(=O)N3CCCCC3)cc2)c(=O)c2ccccc12 | -8 | 4 | 5 | -1 | 5 | 1 | 3 | 1 | -2
CC1CCN(C(=O)COC(=O)c2ccc3ccccc3n2)CC1 | . | -4 | . | . | -6 | . | 8 | 18 | 0
Cc1ccc(S(=O)(=O)NNC(=O)c2cc3cc4ccccc4nc3s2)cc1 | 1 | 4 | 6 | 1 | 7 | -9 | 10 | 5 | -3
O=C1CC(N2CCN(C(c3ccccc3)c3ccccc3)CC2)C(=O)N1Cc1ccc(N2CCCC2=O)cc1 (configuration not stated) | 4 | 2 | 6 | 1 | 7 | -3 | 4 | 9 | 4
CCC(CC)C(=O)c1c[nH]c(C(=O)NCc2ccccc2OC)c1 | 5 | -2 | -9 | -3 | 7 | -1 | -5 | 6 | -3
Nc1nnc(N2CCCCCC2)s1 | 4 | 3 | 3 | 0 | 8 | -3 | -3 | 1 | -4
CCOCCCNC(=O)CC1Oc2ccc(C)cc2NC1=O (configuration not stated) | 2 | 7 | -2 | 4 | 8 | 1 | 2 | 3 | 5
O=C(COC(=O)COc1ccccc1)Nc1ccc2c(c1)OCCO2 | . | 1 | . | . | 3 | . | -3 | 7 | -6
COc1ccc(CCN2C(=O)C3C4CC(C5C(C(=O)N/N=C\c6ccc(Cl)cc6)=NOC45)C3C2=O)cc1OC (configuration not stated) | 3 | 5 | -1 | 0 | -4 | -1 | 0 | 4 | -2
COc1ccc(COC(=O)C2=C(C)NC(=O)NC2c2cccc(Br)c2)cc1 (configuration not stated) | 1 | 1 | 3 | -4 | 3 | -38 | 1 | 11 | -3
Cc1ccccc1NC(=O)c1sc2nc3c(c(-c4ccco4)c2c1N)CCC3 | 7 | 5 | -6 | -5 | 5 | 8 | 9 | 36* | -2
CCCC(C)NC(=O)Cc1ccccc1[N+](=O)[O-] (configuration not stated) | -6 | -1 | 5 | 0 | 2 | -4 | 4 | 2 | 0
COc1cc(NC(=O)CSc2ccc(-c3ccccn3)nn2)cc(OC)c1 | 3 | 9 | -5 | -5 | 5 | 5 | 0 | 4 | -7
O=C(CCN1CCCCCC1)Nc1ccc(F)c(F)c1 | -4 | -2 | -5 | -2 | 9 | 5 | -1 | 1 | -4
COc1ccccc1N1CCN(CC(O)c2ccccc2)CC1 (configuration not stated) | -2 | 2 | -8 | -4 | 2 | 0 | 2 | -3 | 3
C#CCOCCOCCOCCNc1nc(N2CCN(C(=O)[C@H](CCC(=O)O)n3cc(C(N)Cc4ccc(O)cc4)nn3)CC2)nc(N2CCN(C(=O)[C@H](Cc3cc4ccccc4[nH]3)n3cc(C(N)[C@H](C)CC)nn3)CC2)n1 (some centres not stated) | 4 | 2 | 1 | -2 | 8 | 6 | 5 | 3 | 2
COc1ccc(N2CCN(S(=O)(=O)c3cn(C)c(=O)n(C)c3=O)CC2)cc1 | -1 | 4 | 1 | 1 | 1 | 1 | -7 | 0 | -4
CCc1cccc(OCC2Cn3c(nc4c3c(=O)[nH]c(=O)n4C)O2)c1 (configuration not stated) | -4 | 4 | 1 | 0 | 3 | -4 | -2 | -4 | -4
CC(C)OC(=O)C(CC(=O)O)N1CCOCC1 (configuration not stated) | 0 | 2 | 9 | -2 | 9 | 6 | 5 | 3 | -4
Cc1cc(C)c(C(=O)CSc2nnc(N)s2)cc1C | 2 | 4 | 0 | 0 | 2 | 12 | -2 | 2 | -2
CNC(=O)/C(C#N)=C/c1cn(CC(=O)NCc2ccco2)c2ccccc12 | 9 | 2 | -3 | 0 | 2 | -11 | 1 | 0 | 7
Cc1ccc(Cl)c(OCC(=O)NC2CCN(Cc3ccccc3)CC2)c1 | 4 | 0 | 6 | 1 | 2 | 9 | -1 | 1 | 2
COc1ccc(NS(=O)(=O)c2cccc(C(=O)N/N=C/c3cn(-c4ccccc4)nc3-c3ccccc3)c2)cc1 | -9 | 3 | -6 | -2 | 13 | -13 | -21 | -1 | -3
O=C(CSc1nnnn1Cc1ccccc1)NCCc1ccccc1 | 7 | 10 | -6 | 3 | 4 | -2 | 1 | 1 | 0
COCC(C)N1CCC(n2nccc2NC(=O)c2ccc3c(c2)OCO3)CC1 (configuration not stated) | 1 | 7 | 2 | 0 | 13 | -5 | 3 | 3 | 2
CCN1CCN(c2cc(C)c3cc(NC(=O)Cc4ccccc4OC)ccc3n2)CC1 | 0 | -6 | 0 | 0 | -6 | -3 | -5 | 7 | -2
CCOc1ccc(CCNC(=O)c2cc3c(C)nccc3[nH]c2=O)cc1OCC | 1 | -2 | -3 | -1 | 6 | -8 | 0 | 1 | -3

Source: PubChem
